From PubChem BioAssay
TcdB GH inh – TcdB glycohydrolase inhibitors, primary screen, biochemical, single point, plate reader. inhibition, % at 9.99 µM. hit rate 0.24% among 350,000. TcdB glycohydrolase enzymatic assay. Toxin B (Clostridioides difficile), P18177; in the data active = inhibition above about 10%
Mtb FBA inh – Mtb FBA enzyme inhibitors, primary screen, biochemical, fluorescence, strain H37Rv | Fructose-bisphosphate aldolase (Mycobacterium tuberculosis (strain ATCC 25618 / H37Rv)), … | purified M. tuberculosis FBA, fluorescence read-out | inhibition, % at 1 µM | hit rate 2.3% among 360,000; in the data active = inhibition above about 27%;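 note: 0% = vehicle and 100% = reference inhibitor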
Target sequence (P9WQA3 whole entry, looked up): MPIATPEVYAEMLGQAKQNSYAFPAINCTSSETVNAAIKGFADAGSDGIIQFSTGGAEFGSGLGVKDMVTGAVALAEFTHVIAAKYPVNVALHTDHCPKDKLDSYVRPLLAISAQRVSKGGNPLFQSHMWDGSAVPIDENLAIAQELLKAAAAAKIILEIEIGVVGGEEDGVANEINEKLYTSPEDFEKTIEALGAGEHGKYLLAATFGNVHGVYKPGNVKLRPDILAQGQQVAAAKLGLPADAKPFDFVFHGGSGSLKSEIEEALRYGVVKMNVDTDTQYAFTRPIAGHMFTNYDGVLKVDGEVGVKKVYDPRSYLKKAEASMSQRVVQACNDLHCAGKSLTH
BH1578 lux ind – inducers of Vibrio cholerae quorum light production without autoinducers, primary screen, BH1578 luxS cqsA deficient, single point; V. cholerae BH1578 lux reporter, luminescence, 6 h; activation, % at 18.7 µM; hit rate 0.16% among 350,000; AID 588436, 2011; in the data active = activation mostly above about 9.7%, no sharp cut-off; note: not every result past the cut was called active; inactives centre near 0; reference of the scale not given here
BioA inh – M. tuberculosis BioA enzyme inhibitors, primary screen, biochemical, plate reader, single point, HTS; 7,8-diaminopelargonic acid synthase BioA (Mycobacterium tuberculosis); purified M. tuberculosis BioA enzyme; inhibition, % at 9.99 µM; hit rate 0.096% among 360,000; AID 602481, 2012; in the data active = inhibition above about 40%
FadD28 FP inh – inhibitors of FadD28 bisubstrate probe binding, primary screen, biochemical, fluorescence polarization, single point; hit rate 0.22% among 360,000; inhibition, % at 12.5 µM; AID 588549, 2011; in the data active = inhibition above about 8.5%, passing the limit was not always enough
Y pestis TopoI – Yersinia pestis topoisomerase I inhibitors, primary screen, biochemical, cleavage product accumulation, plate reader, single point; DNA topoisomerase I (Yersinia pestis CO92); Y. pestis Topo-I cleavage product accumulation; activity, % at 10 µM; hit rate 0.064% among 360,000; AID 504884, 2011; in the data active = activity above about 50%, passing the limit was not always enough; note: inactives centre near 2
UGM FP inh – M. tuberculosis UGM enzyme inhibitors, primary screen, biochemical, fluorescence polarization, single point | hit rate 0.06% among 320,000 | purified UGM, fluorescence polarization probe displacement | AID 504406, 2011 | inhibition, % at 10 µM; in the data active = inhibition above about 10%, passing the limit was not always enough
Target sequence (P9WIQ1 whole entry, looked up): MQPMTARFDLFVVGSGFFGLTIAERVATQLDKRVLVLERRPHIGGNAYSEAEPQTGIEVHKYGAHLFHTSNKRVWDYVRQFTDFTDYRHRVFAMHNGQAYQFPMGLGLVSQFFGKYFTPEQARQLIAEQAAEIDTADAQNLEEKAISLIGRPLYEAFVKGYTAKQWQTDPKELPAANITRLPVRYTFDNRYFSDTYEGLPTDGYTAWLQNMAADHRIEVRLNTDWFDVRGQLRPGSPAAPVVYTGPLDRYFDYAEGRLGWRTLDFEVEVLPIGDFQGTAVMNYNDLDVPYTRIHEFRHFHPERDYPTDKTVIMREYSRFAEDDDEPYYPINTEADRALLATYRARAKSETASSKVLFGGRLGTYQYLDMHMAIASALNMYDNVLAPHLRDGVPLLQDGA
GDH-TPI inh – GDH-TPI coupling enzyme inhibitors, primary screen, artefact control for M. tuberculosis FBA inhibitor project, biochemical, absorbance, full deck. GDH-TPI coupled enzyme counterscreen, NADH absorbance. inhibition, % at 4.8 µM. hit rate 1.2% among 360,000. AID 588335, 2011; in the data active = inhibition above about 30%;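 note: 0% = DMSO wells and 100% = wells lacking the enzyme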
PfHsp40 rescue – rescue of yeast from PfHsp40 toxicity, primary screen, S. cerevisiae, ATP luminescence; S. cerevisiae expressing PfHsp40, growth rescue; growth rescue, % at 12.5 µM; hit rate 0.68% among 340,000; in the data active = growth rescue above about 28%, passing the limit was not always enough;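 note: yeast W303a lacking pdr1 and pdr3 grown in galactose medium; growth measured after three days at 30 °C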
Active calls of the source: *; i = inactive; · = not tested or not shown; & = joins results of further samples.

SMILES	TcdB GH inh	Mtb FBA inh	BH1578 lux ind	BioA inh	FadD28 FP inh	Y pestis TopoI	UGM FP inh	GDH-TPI inh	PfHsp40 rescue
COc1cccc(NC(=O)CS(=O)(=O)Cc2nc(-c3ccc(C)cc3)oc2C)c1	2.4	-2	-5.3	-2.1	-0.1	33	-1.2	-2	1.6
Cc1cc(C)c(C2=CSC3=NS(=O)(=O)CCN23)c(C)c1	1.1	-1	-0.1	·	-1.5	3	-0.9	0	-1.1
CCN1CCN(C(=O)c2ccc3c(c2)N(Cc2ccccc2)C(=O)c2ccccc2S3(=O)=O)CC1	0.9	0	-0.3	-0.1	-3.6	9	3.5	-7	0.4
COc1ccc(OC)c(Nc2nc(NCc3ccco3)nc(N)c2[N+](=O)[O-])c1	1.3	3	i	-1.6	0.2	-2	3.3	7	·
O=C(N/N=C/c1c[nH]c2ccccc12)c1ccc([N+](=O)[O-])cc1Cl	·	-6	-0.8	5.9	3.1	-20	2.3	15	·
COCCCn1c(SCC(=O)Nc2nc3ccccc3s2)nnc1-c1ccoc1C	·	-1	i	-3.4	-2.5	17	0.9	8	0.0
Cc1cccc(N(CC(=O)Nc2ccccc2F)S(C)(=O)=O)c1	·	-2	-0.3	0.1	0.3	12	0.1	0	-0.5
COc1ccc(NC(=O)N(C)C[C@H]2Oc3c(NS(=O)(=O)c4cccs4)cccc3C(=O)N([C@H](C)CO)C[C@@H]2C)cc1	1.1&-0.5	3	-2.1	-0.9&-0.3	-0.2	12	5.2	-5	-0.3
CC(=O)C(C)Oc1ccc2c3c(c(=O)oc2c1)CCCCC3 (configuration not stated)	·	176*	i	-18	-3.1	2	-0.5	12	0.0
CCOC(=O)c1sc2nc(C3CC3)cc(-c3ccc(F)cc3)c2c1N	·	8	-0.5	-0.6	-5.1	2	1.9	-4	-0.1
CSc1ncnc2c1ncn2CCCNCc1ccccc1	1.2	-3	-0.2	·	-0.4	4	·	-4	·
CC(/C=N/n1c(-c2cccnc2)n[nH]c1=S)=C\c1ccco1	3.7	·	i	-0.4	-0.8	-1	1.6	·	-0.2
Cc1nc2ccccc2c(=O)n1NC(=O)Nc1ccccc1	·	-2	i	3.0	-2.3	-7	5.4	-7	0.1
COc1ccc2oc(C(=O)NCCN3CCOCC3)c(C)c2c1OC	1.5	102*	-0.1	-1.6	-1.3	5	0.8	11	-0.1
CCCNC(=O)c1onc(CSc2ccc(Cl)cc2)c1C(=O)NCC1CC1	1.0	0	-0.2	-2.0	0.4	30	0.1	5	3.1
CCOC(=O)N1CCN(C(=O)CCS(=O)(=O)c2ccc(Br)s2)CC1	·	-1	-0.5	·	-2.9	0	0.9	9	0.9
COc1cc2c(cc1NC(=O)CSc1nnnn1-c1ccccc1)oc1ccccc12	·	4	i	·	0.2	8	-1.2	9	-0.6
COc1ccc(NS(=O)(=O)c2cccc(C(=O)NCCCn3ccnc3)c2)cc1	0.9	2	i	-0.2	-0.8	-2	-2.3	-10	-0.9
CC1CCN(S(=O)(=O)c2cccc(C(=O)NC3CCCCC3)c2)CC1	1.1	0	i	-6.4	-0.4	-13	1.0	2	-1.2
CC(C)c1ccccc1NC(=S)NCc1nc2ccccc2[nH]1	1.6	4	-0.4	·	-3.2	-11	-0.8	-1	-1.3
Cn1nc2sc3ccccc3n2c(=O)c1=O	1.3	1	-0.7	·	-5.8	2	2.4	-15	-0.1
CC(=O)Nc1ccc(S(=O)(=O)NCCSCc2ccc(Cl)cc2Cl)cc1	·	4	i	3.2	-9.1	10	1.5	2	-0.8
CC1=NN(c2ccccc2)C(=O)C1C(=S)SC1CC(=O)NC1=O (configuration not stated)	-0.2	4	i	0.3	2.6	-9	·	14	·
O=C(CSc1nnc(-c2cccc(F)c2)o1)N1CCCC1	-1.5	1	-4.5	0.5	-1.7	5	-1.9	0	-0.1
CCOc1ccc(NC(=O)[C@@H]2CCC(=O)N2C2OC(=O)c3ccccc32)cc1 (some centres not stated)	-1.0	3	-0.3	0.2	0.1	2	0.5	7	-2.0
O=C(O)COc1ccccc1/C=N/NC(=O)CN1CCN(Cc2ccc(Cl)cc2)CC1	-0.1	-2	i	-2.0	-0.2	8	-1.9	-7	0.6
Cc1ccc(NC(=O)c2cc(S(=O)(=O)N3CCCCC3)ccc2N2CCOCC2)cc1	0.6	0	-0.4	-2.1	-0.9	0	·	5	·
CC(C)NC(=O)c1cc2n(n1)C(C(F)(F)F)CC(c1ccco1)N2 (configuration not stated)	-0.5	1	-0.5	-0.4	1.0	9	-0.6	3	-0.4
CC(C)OC(=O)c1ccc(NC(=O)c2ccccc2)cc1	·	7	-5.9	·	-1.4	-7	0.8	11	0.0
Cc1nc(-c2ccc(Cl)cc2)sc1C1(C)CC(c2c(Cl)cccc2Cl)=NO1 (configuration not stated)	0.2	1	7.1	-0.7	-0.4	1	-1.4	2	0.0
CC(=O)NC(Cc1ccccc1C)C(=O)NC1CCN(C(=O)c2ccc(C)cc2)CC1 (configuration not stated)	0.9	-3	i	·	0.1	-3	1.9	-1	0.9
COc1ccc([C@H]2CN(c3ccccc3)C(=O)[C@@H]2CC(=O)Nc2ccccc2)cc1	0.6	-1	-0.4	0.0	-1.5	24	·	6	·
Cc1c(/C=C/C(=O)c2ccccc2O)cnn1C	-7.0	5	-0.3	-3.5	-0.4	-5	0.6	23	0.6
CN(CC(=O)Nc1ccc(OC(F)(F)F)cc1)C(=O)c1ccccc1SCC(=O)N1CCCC1	1.5	-3	-0.5	0.6	-3.8	11	·	6	0.3
O=C(CSc1nc2ccccc2o1)Nc1nccs1	0.7	1	-0.3	·	-0.8	4	-2.4	-2	0.0
CCC(C)C(NC(=O)C1CCC(C)CC1)C(=O)NCc1ccccn1 (configuration not stated)	·	0	1.4	·	1.1	5	1.8	15	-1.4
COC(=O)c1ccc(CSc2nnc(NCc3ccccc3)s2)o1	·	3	i	4.8	-0.8	-2	-1.0	9	-0.2
COc1ccccc1C1NC=C([N+](=O)[O-])C=C1[N+](=O)[O-] (configuration not stated)	0.7	0	-0.3	·	2.0	0	-0.1	8	-0.5
COc1ccc(N=Nc2cnc(C)nc2-c2ccccc2)cc1	·	-3	3.1	-0.1	-3.2	18	0.6	20	6.3
Cc1ccc(NC(=O)N2CCCC2C(=O)NCC2CCCCC2)cc1 (configuration not stated)	0.4	-1	-0.6	-2.1	-1.1	1	-3.2	-6	0.9

Profiles from above.
`CCN1CCN(C(=O)c2ccc3c(c2)N(Cc2ccccc2)C(=O)c2ccccc2S3(=O)=O)CC1` as listed: TcdB GH inh = 0.9; Mtb FBA inh = 0; BH1578 lux ind = -0.3; BioA inh = -0.1; FadD28 FP inh = -3.6; Y pestis TopoI = 9; UGM FP inh = 3.5; GDH-TPI inh = -7; PfHsp40 rescue = 0.4
`O=C(CSc1nc2ccccc2o1)Nc1nccs1` as listed: TcdB GH inh = 0.7; Mtb FBA inh = 1; BH1578 lux ind = -0.3; BioA inh = ·; FadD28 FP inh = -0.8; Y pestis TopoI = 4; UGM FP inh = -2.4; GDH-TPI inh = -2; PfHsp40 rescue = 0.0
`O=C(O)COc1ccccc1/C=N/NC(=O)CN1CCN(Cc2ccc(Cl)cc2)CC1` as listed: TcdB GH inh = -0.1; Mtb FBA inh = -2; BH1578 lux ind = i; BioA inh = -2.0; FadD28 FP inh = -0.2; Y pestis TopoI = 8; UGM FP inh = -1.9; GDH-TPI inh = -7; PfHsp40 rescue = 0.6

The results go on:
SMILES	TcdB GH inh	Mtb FBA inh	BH1578 lux ind	BioA inh	FadD28 FP inh	Y pestis TopoI	UGM FP inh	GDH-TPI inh	PfHsp40 rescue
CN(C)CCCNc1ncnc2oc(-c3ccccc3)c(-c3ccccc3)c12	1.5	24	-6.7	1.0	-9.5	-2	-0.8	16	15
CC1CCN(S(=O)(=O)c2ccc(C(=O)N3CCCC(C(F)(F)F)C3)cc2)CC1 (configuration not stated)	-0.3	0	-0.7	0.2	-0.1	2	0.4	6	2.0
O=C(COc1ccccc1-c1ccccc1)N/N=C/c1cccnc1	0.4	-5	-1.5	·	-4.7	17	-1.0	-2	1.2
CCc1nnc(NC(=O)CS(=O)(=O)c2ccccc2)s1	1.5	1	i	-1.9	-1.3	3	3.1	-2	1.3
N#Cc1ccc(N2CCc3ccccc3C2)c([N+](=O)[O-])c1	·	1	-3.1	-5.3	-0.8	-2	·	9	0.2
CCNc1ccc(S(=O)(=O)C(F)(F)F)cc1NC(=O)C12CCC(CC1)C2	-0.1	2	i	-1.2	-1.0	-1	2.2	5	0.5
CN(C)/C=C(\C(=O)c1cccc(Cl)c1)c1nnnn1-c1ccccc1	0.6	-2	1.7	1.5	0.0	2	1.3	-1	0.2
COc1ccc(Nc2nc(-c3cccc([N+](=O)[O-])c3)nc3ccccc23)c(OC)c1	1.1	3	-0.4	·	0.0	-6	-1.4	9	-0.5
CCOC(=O)c1cnc(-n2nc(C)cc2C)nc1Nc1ccc(N(C)C)cc1	·	3	i	-1.7	0.6	9	0.6	16	-1.5
CC1CCN(c2nc3c(N)ncnc3n2[C@@H]2O[C@H](CO)[C@@H](O)[C@H]2O)CC1	-0.2	-1	i	3.7	-3.1	-1	0.4	-4	0.8
Cc1ccnc(NC(=O)c2cc3ccccc3oc2=O)c1	1.4	2	-0.1	·	-0.8	5	-0.4	2	0.3
CC(=O)NCCNc1nc(NCC2CC2)nc2cc(-c3ccccc3)sc12	2.6	8	-0.3	1.5	-8.9	0	·	14	·
COC(=O)CN(C(=S)Nc1ccc(F)cc1)C1CC(=O)N(c2ccccc2)C1=O (configuration not stated)	·	0	-4.1	1.7	-0.2	1	-0.8	9	0.1
O=C(C1CCCCC1)N1CCc2ccccc21	1.2	-2	i	-0.5	-0.3	3	-0.4	-4	-1.2
O=C(C[n+]1ccccn1)c1ccccc1	0.4	-1	-4.1	1.3	-0.7	6	-4.3	12	0.5
OCCCn1c(-c2ccccc2)nc(=S)c2c1CCCC2	·	2	i	-2.3	-0.9	-1	-1.5	16	0.0
O=C(O)c1nn(-c2cccc(Cl)c2)c(=O)cc1O	0.8	2	-0.2	·	0.9	0	0.3	7	0.0
O=C1CC(N2CCN(c3ccccn3)CC2)C(=O)N1CC(c1ccccc1)c1ccccc1 (configuration not stated)	·	0	-3.7	1.1	-0.5	29	-1.7	8	-0.1
Cc1ccc(C(=O)C2OC(=O)C(C)(C)C(=O)C2(C)C)cc1 (configuration not stated)	·	1	i	·	-1.3	1	-1.2	3	0.7
CC(C)Sc1ccccc1C(=O)Nc1ccc2c(c1)n(C)c(=O)n2C	-3.0	0	-0.4	2.9	-3.0	-14	-0.1	11	-2.0
O=C(CSc1nnc(-c2ccc(S(=O)(=O)N3CCOCC3)cc2)o1)c1ccccc1F	·	1	-0.4	-0.3	-4.1	-4	1.6	9	-0.4
CCCOc1ccc(-c2nnn(CC(=O)N3CCCC(C)C3)n2)cc1 (configuration not stated)	0.5	4	-0.5	-1.4	-1.0	8	0.4	7	0.8
O=C(COC(=O)c1ccccc1Br)NCCN1C(=O)CSC1=O	1.1	-1	i	·	-0.9	13	2.4	2	-1.1
Nc1nonc1C(=Nc1ccccc1)NO	·	-2	i	0.5	-1.8	2	-1.3	6	0.2
CCOc1cccc(C(=O)N(Cc2cccc(F)c2)C2CCS(=O)(=O)C2)c1 (configuration not stated)	1.4	-8	i	0.5	-3.7	-3	-2.0	6	-0.1
COc1ccc(NC(=O)c2ccc(COc3ccccc3)o2)cc1	·	-6	i	0.3	-0.9	12	1.2	19	-1.3
COc1ccccc1NC(=O)NC1(C(=O)N2CCCCC2)CCCCC1	0.7	-1	-0.3	-0.1	-1.5	2	-1.1	-3	-0.4
